# HTR1E antagonist – 5-HT1E receptor antagonists, primary screen, cell-based, HTS; AID 571, 2007; CHO 5-HT1E Ga15 NFAT-bla reporter, FRET, antagonist; inhibition, % at 6 µM; 0.99% of 65,000 active;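 active = inhibition above a set limit, the mean inhibition across every tested compound plus 3 SD, cut at about 29% in these data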;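 also: signal is the 460 over 535 nm emission ratio of beta-lactamase substrate; 0% = agonist plus DMSO wells and 100% = wells without agonist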
# M1 ag – M1 muscarinic receptor agonists, primary screen, CHO-M1 cells, Fluo-4 calcium, agonist mode; Muscarinic acetylcholine receptor M1; Fluo-4 calcium fluorescence; stronger effect = higher value; B-score at 10 µM; 3% of 64,000 active;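 active = fluorescence rise, raw or as B-score row- and column-corrected plate score, outside the 99.7% band of its plate's samples, either direction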
# HTR1E agonist – 5-HT1E receptor agonists, primary screen, cell-based, HTS; 5-hydroxytryptamine receptor 1E (Homo sapiens), P28566; CHO 5-HT1E Ga15 NFAT-bla reporter, FRET; 0% DMSO wells, 100% control agonist wells; activation, % at 6 µM; 0.69% of 65,000 active; AID 574, 2007;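 active = activation above a set limit, the screen-wide mean activation plus 3 SD, cut at about 8.5% in these data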;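 also: 100% = positive control agonist at 1 µM giving full maximal response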
# Jurkat tox 60K – cytotoxicity toward Jurkat T cells, primary screen, cytotoxicity control, cell-based, Jurkat E6.1, 60K MLSMR library. AID 463, 2006. inhibition, % at 4 µM. 1.2% of 56,000 active. Jurkat E6.1 viability, ATP luminescence, 48 h;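 active = inhibition above the mean inhibition of all tested compounds plus 3 SD, cut at about 28% in these data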
# 5HT1a ag – human 5-HT1a receptor agonists, primary screen, cell-based, CHO, Ga15 NFAT-bla reporter | CHO 5-HT1a Ga15 NFAT-bla reporter, FRET ratio; 0% basal, 100% maximal reference agonist | 0.56% of 65,000 active | AID 567, 2006 | activation, % at 10 µM;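 active = activation above the screen-wide mean activation plus 3 SD, cut at about 19% in these data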;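 also: 0% = DMSO wells and 100% = 5-CT at EC100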
# Target sequence (P08908 whole entry, looked up): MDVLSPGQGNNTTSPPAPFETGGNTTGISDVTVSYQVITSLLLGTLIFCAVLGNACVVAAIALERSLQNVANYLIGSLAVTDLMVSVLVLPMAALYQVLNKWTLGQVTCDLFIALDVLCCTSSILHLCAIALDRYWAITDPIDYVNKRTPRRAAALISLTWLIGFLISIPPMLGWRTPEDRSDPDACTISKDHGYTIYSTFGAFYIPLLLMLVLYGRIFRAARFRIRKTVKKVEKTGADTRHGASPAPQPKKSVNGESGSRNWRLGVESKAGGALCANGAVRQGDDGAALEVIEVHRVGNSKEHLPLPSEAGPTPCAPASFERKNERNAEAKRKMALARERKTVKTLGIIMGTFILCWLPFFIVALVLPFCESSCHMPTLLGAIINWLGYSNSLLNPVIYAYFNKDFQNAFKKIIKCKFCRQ
# M1 antag – antagonists of rat M1 muscarinic receptor; B-score at 10 µM; AID 628, 2007; 3.4% of 64,000 active; Muscarinic acetylcholine receptor M1 (Rattus norvegicus), P08482; CHO-M1 cells, Fluo-4 calcium, ACh EC80 antagonist mode; stronger effect = lower value;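 active = calcium fluorescence response, raw or row-and-column corrected B-score, differing from the plate sample mean either way at a set confidence level, mostly lower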
# Target sequence (P08482 whole entry, looked up): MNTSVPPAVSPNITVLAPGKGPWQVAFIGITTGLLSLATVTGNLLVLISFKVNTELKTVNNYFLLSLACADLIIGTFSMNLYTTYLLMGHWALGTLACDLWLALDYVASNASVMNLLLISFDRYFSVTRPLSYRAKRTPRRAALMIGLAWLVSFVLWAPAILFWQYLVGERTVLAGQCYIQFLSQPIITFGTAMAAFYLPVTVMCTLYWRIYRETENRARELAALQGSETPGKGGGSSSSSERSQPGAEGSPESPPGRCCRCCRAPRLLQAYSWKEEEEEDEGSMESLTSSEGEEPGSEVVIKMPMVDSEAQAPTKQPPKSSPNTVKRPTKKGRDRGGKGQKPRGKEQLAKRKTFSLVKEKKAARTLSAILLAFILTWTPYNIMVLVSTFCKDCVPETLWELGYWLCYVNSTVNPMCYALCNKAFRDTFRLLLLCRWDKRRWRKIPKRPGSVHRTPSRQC
# S1P3 ag – human S1P3 receptor agonists, primary screen, cell-based, primary and confirmation, NFAT-BLA reporter | activation, % at 4.5 µM | Sphingosine 1-phosphate receptor 3 (Homo sapiens), Q99500 | AID 373, 2006 | 0.1% of 60,000 active | S1P3 NFAT-BLA reporter cells, agonism, FRET ratio; relative to 1 µM S1P, basal subtracted;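 active = activation above the screen-wide mean plus 3 SD, cut at about 4.5% in these data, passing the limit was not always enough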; also: some compounds called inactive have numbers as strong as hits
#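 material = human S1P3 NFAT-BLA reporter CHO cells | schedule = 4 h compound at 37 °C, 2 h substrate at RT | measured by = fluorescent BLA substrate, ex 405 nm, em 460/535 nm ratio | controls = 1 µM S1P reference | replication = primary once, confirmation triplicate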
# 5-HT1A blocker – human 5-HT1a receptor antagonists, primary screen, cell-based, CHO, Ga15 NFAT-bla reporter; AID 612, 2007; CHO 5-HT1a Ga15 NFAT-bla reporter, antagonist mode; 0.68% of 62,000 active; inhibition, % at 10 µM;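 active = inhibition above the mean of all tested compounds plus 3 SD, cut at about 43% in these data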;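 also: receptor stimulated by 5-CT agonist at 100 nM near EC80; beta-lactamase reporter measured by ratiometric fluorescence of a cleavable substrate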
# S1P1 ag pot – S1P1 agonists and agonism potentiators, primary screen, cell-based, primary and confirmation screens, CRE-bla reporter; Sphingosine 1-phosphate receptor 1 (Homo sapiens), P21453; S1P1 CRE-bla cells, forskolin, beta-lactamase FRET, potentiator mode; S1P1 agonist co-added at EC20, 2 nM; 100% = saturating reference agonist, 0% = basal; activation, % at 9.5 µM; 0.57% of 56,000 active;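 active = activation above a cutoff set at the mean activation of all tested compounds plus 3 SD, cut at about 54% in these data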;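 also: forskolin at 4 µM as EC80 and the EC20 agonist is SEW2871; 100% = SEW2871 at its EC100 plus forskolin at EC80; some compounds past the cut are filed as inactive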
# An asterisk follows results filed as active; . = no result given; & = joins results of further samples.
SMILES,HTR1E antagonist,M1 ag,HTR1E agonist,Jurkat tox 60K,5HT1a ag,M1 antag,S1P3 ag,5-HT1A blocker,S1P1 ag pot
COc1ccc(P2(=O)Nc3ccccc3N2)cc1,-1,8.4*,0.1,25,-2.6,-0.3,0.7,9,-2
O=C(Nc1cccnc1)c1c(O)c2c(n(Cc3ccccc3)c1=O)CCCC2,8,0.58,-0.6,6,-0.1,0.031,-1.6,-4,13
CC(=NCCC1=CCCCC1)c1c(O)[nH]c(=O)[nH]c1=O,21,1.3,-0.9,-5,-3.7,0.63,-1.0,12,-3
CCCC(C)n1[nH]c(=O)c2c1NC(=O)CSC2c1ccc(OC)c(OC)c1 (stereo unspecified),-4,0.003,0.1,-7,1.8,0.0057,-0.8,2,2
O=C1CC(N2CC=C(c3ccccc3)CC2)C(=O)N1c1ccc(F)cc1 (stereo unspecified),2,-0.38,-0.1,6,-1.2,-0.47,-1.1,1,-19
Cc1ccc(C)c(C2(O)CC(C)N(C)CC2C)c1 (stereo unspecified),-2,0.27,0.0,.,1.4,0.35,-1.1,.,2
CC(=O)OC1C2CCCC1C(N1CCCC1)CC2 (stereo unspecified),2,0.36,-0.1,-7,-3.8,0.36,-0.4,10,-7
CCOC(=O)c1c(C)n(Cc2ccccc2)c2ccc(OCC(O)CN3C(=O)CNC3=O)cc12 (stereo unspecified),8,0.79,0.2,2,3.0,0.01,-0.8,-2,-2
O=c1[nH]c(=O)n(Cc2ccc(F)cc2)c(O)c1C=NCCCN1CCOCC1,2,0.62,0.6,-5,-0.9,0.013,-0.2,-10,-1
CCCCOc1ccc(CN2CCN(CCO)CC2)cc1,4,-0.041,0.2,4,-5.5,-4.8*,-1.0,2,-22
CC(c1ccccc1)n1cncc1C(=O)N1CCCC1=O (stereo unspecified),-2,-1.4,-1.3,8,-1.4,0.0065,-0.4,-4,-4
O=c1cccc2n1CC1CC2CN(c2ncnc3c2cnn3-c2ccccc2)C1 (stereo unspecified),-4,-0.72,0.4,.,-1.9,0.58,.,-13,.
CN(C)CCN=Cc1c(O)n(C2CCCCCC2)c(=O)[nH]c1=O,-20,0.0056,1.1,8,0.7,-0.65,-0.9,-12,5
O[C@@H]1CCCC[C@H]1N1CCC(c2ccccc2)CC1,5,-0.19,-0.2,7,-0.8,0.35,-0.4,9,1
CN(C)C(=O)Oc1ccc(OC(=O)N(C)C)cc1,-7,0.37,-0.9,4,-1.4,1.4,-1.4,-5,-18
COc1ccccc1CN1CCCCC1c1cccnc1 (stereo unspecified),0,1,0.1,-7,1.2,1.7,0.6,1,.
CC(C)CC(NC(=O)C1CCCCC1)C(=O)N1CCC2(CC1)OCCO2 (stereo unspecified),6,0.31,-0.9,0,-1.0,1.2,0.3,-6,16
CC1N(O)C2CCCCCC2N1O (stereo unspecified),-2,0.98,1.4,-3,-3.8,0.02,0.1,-9,-13
O=C(NCc1cccnc1)NC1CCCCC1,-8,0.55,0.6,.,1.1,-0.53,.,-5,.
CCc1ccc(OCCCN=C(C)c2c(O)n(C)c(=O)n(C)c2=O)cc1,-13,-0.7,-0.3,4,0.4,-1.2,0.6,-15,6
O=C1C2CCCN2C(c2cccs2)N1c1ccccn1 (stereo unspecified),-4,-0.61,0.0,2,15,1.3,-0.8,-14,-8
O=C(NCC(c1cccnc1)N1CCN(c2ccccc2F)CC1)Oc1ccccc1 (stereo unspecified),-2,0.15,-0.4,.,-0.5,-0.31,.,-8,.
COc1ccc(OC)c(C(O)C(C)N)c1 (stereo unspecified),-8,0.33,-0.3,.,-0.9,0.12,-2.3,.,-10
O=C(NC1CC1)C1CSC(c2cccnc2)=N1 (stereo unspecified),-3,0.81,0.3,.,1.6,0.00043,.,-18,.
Cc1ccccc1-n1c(O)c(C=Nc2ccc3c(c2)OCO3)c(=O)[nH]c1=O,3,7.5*,-0.4,5,-1.7,0.02,-1.1,-15,-33
COCc1cc(C2SCC(=O)Nc3c2c(=O)[nH]n3C(C)C)ccc1OC (stereo unspecified),-4,0.14,-0.8,-5,0.1,0.82,-1.0,-13,21
CCC(=NCc1ccco1)c1c(O)n(C2CCCCC2)c(=O)[nH]c1=O,19,0.3,0.1,-3,2.0,0.4,-0.3,9,7
COc1cccc(OCC(=O)N2CCN(C)CC2)c1,5,0.32,-1.3,1,-4.1,0.22,-0.9,-9,-21
O=C(Cc1ccccc1)N1CCN(C2CCCC2)CC1,-1,0.099,-0.3,-3,-1.4,0.029,-0.4,-15,.
CN1CCN(C(=O)OC2c3nccnc3C(=O)N2c2ccc(Cl)cn2)CC1 (stereo unspecified),-9&1,0.00076,0.6&-0.2,10,2.1&-3.0,-0.0062,-1.1&-1.8,-16,2&-4
CCOC(=O)C1=C(N)Oc2cc(C)oc(=O)c2C12C(=O)N1c3c(cc(OC)cc32)C(C)=CC1(C)C (stereo unspecified),2,-0.068,-1.1,-1,-0.2,0.65,-0.1,2,-13
CC1=CC(=O)C2=C(C)CC(O)C3C(C)C(=O)OC3C12 (stereo unspecified),-10,-0.27,0.5,0,-2.2,0.38,-0.3,-17,-16
O=C(C(Cc1ccccc1)NS(=O)(=O)c1cccc2nsnc12)N1CCC2(CC1)OCCO2 (stereo unspecified),10,0.47,-1.2,5,-2.1,-0.41,-1.4,3,-1
Cc1nc2ccccc2c(=O)n1-c1ccccn1,1,0.34,-1.2,-4,-2.6,-0.12,-0.9,5,-18
COc1ccc2c(c1)c(C(=O)O)c(C)n2CC(C)C,10,-0.62,0.1,.,-1.0,-0.36,-2.5,.,1
O=C1CC(=O)N(c2ccc3c(c2)OCO3)C(=O)N1,-2,-0.051,0.5,-4,-0.1,-0.036,-0.2,10,.
OC(Cc1ccccc1)(c1ccccc1)C1CN2CCC1CC2 (stereo unspecified),-1,0.96,0.1,.,3.1,-7.2*,-3.9,.,16
O=C(CCc1nc(-c2ccccc2F)no1)N1CCC2(CC1)OCCO2,-10,-0.63,-1.3,-11,-0.6,-0.64,-0.6,-6,-10
O=P1(NC2CCCC2)COc2ccccc2OC1,1,-0.091,0.9,-2,0.2,0.38,0.0,-7,-14
CC(C)c1cccc(C(C)C)c1OCCn1ccnc1,-2,0.038,-0.3,0,-0.4,-2*,-0.2,2,0
COc1ccc(Cn2c(O)c(C=NCCCn3ccnc3)c(=O)[nH]c2=O)cc1,-7,-0.35,-0.7,.,1.0,0.42,-2.2,.,2
CCOc1ccc(-n2c(O)c(C=NCCN(CC)CC)c(=O)[nH]c2=O)cc1,-6,-0.61,-0.1,-3,-0.1,0.17,-1.3,9,-20
Cc1cccc(CS(=O)(=O)Cc2ccc(C(=O)N3CCC4(CC3)OCCO4)o2)c1,0,-0.54,-0.1,-2,-2.1,-0.17,0.1,-3,-11
CN1CCN(CC(=O)Nc2ccc(Cl)cc2C(=O)c2ccccc2)CC1,-4,.,10*,1,1.9,.,-1.0,-4,-11
O=C(c1ccc(Cl)cc1)C12CN3CN(CN(C3)C1)C2,-11,-1.5,1.2,-1,-6.7,-0.36,-0.3,5,-30
CC(=O)N1CCC2(CC1)CC(=O)c1cc(OCC(=O)N3CCN(C)CC3)ccc1O2,-6,0.29,0.1,3,-2.3,0.031,-0.7,-6,-10
O=c1cccc2n1CC1CC2CN(Cc2ccc3c(c2)OCO3)C1 (stereo unspecified),7,-0.51,1.8,9,0.2,1,-1.2,5,25
O=C(c1cc2nc(-c3ccccc3)cc(-c3ccccc3)n2n1)N1CCC2(CC1)OCCO2,3,6.7*,0.8,-4,0.7,-1.2,0.7,-5,.
CCCCn1c(O)c(C(CC)=Nc2ccc(OCC)cc2)c(=O)[nH]c1=O,3,0.96,-0.3,6,-1.6,0.55,-0.3,-2,2
CCCCC1(CN2CCCC2=O)C(=O)NC(=O)NC1=O,13,-0.41,-1.5,.,-0.8,0.37,-3.9,.,0
Cc1ccc2c(c1)C1CN(C)CCC1N2C(=O)Cn1cnc2c1c(=O)n(C)c(=O)n2C (stereo unspecified),-1,-0.23,0.4,-3,0.9,-0.52,0.2,4,-6
CCOCCN1CCC(OC(C)=O)C(C)C1 (stereo unspecified),10,-0.29,-1.7,.,2.7,-0.11,-2.5,.,-7
CC(C)n1nnnc1CN1CCN(C)CC1,2,-0.18,-0.7,2,0.4,-0.13,0.0,-17,8
Nc1ccccc1C(=O)OCCOc1ccccc1,-7,0.76,-0.6,1,-0.2,0.31,-0.7,-3,33
Cc1cccc(C)c1NC1=NCCCS1,4,0.37,-0.9,6,-0.3,-0.19,-0.2,12,-4
CCN(c1ccc(C(O)(C(=O)OC)C(F)(F)F)cc1)S(=O)(=O)c1ccccc1 (stereo unspecified),4,-1.1,-1.0,0,-3.6,-0.48,-1.0,12,-1
CCCCCP(=O)(O)c1ccccc1,-7,-0.34,-1.5,-2,-2.6,0.49,12,-12,-9
COCCOC(=O)C1=C(N)Oc2c(c(=O)oc3ccccc23)C1c1ccncc1 (stereo unspecified),-7,0.52,0.4,-4,-3.0,0.38,-0.4,3,-27
O=c1[nH]c(=O)n(Cc2ccccc2)c(O)c1C=NCCCO,-2,-1.3,-0.7,-4,-5.8,0.31,0.8,1,-15
CCOP(=O)(C#CC(C)(C)C)C(O)(c1ccccc1)C(F)(F)F (stereo unspecified),-7,0.03,-0.2,-8,-0.2,-0.36,-0.6,-1,-11

# Rewritten with bars between the fields: entries from further up.
structure | HTR1E antagonist | M1 ag | HTR1E agonist | Jurkat tox 60K | 5HT1a ag | M1 antag | S1P3 ag | 5-HT1A blocker | S1P1 ag pot
O=C1C2CCCN2C(c2cccs2)N1c1ccccn1 (stereo unspecified) | -4 | -0.61 | 0.0 | 2 | 15 | 1.3 | -0.8 | -14 | -8
O=C(NCC(c1cccnc1)N1CCN(c2ccccc2F)CC1)Oc1ccccc1 (stereo unspecified) | -2 | 0.15 | -0.4 | . | -0.5 | -0.31 | . | -8 | .

# Remaining list, next part
SMILES,HTR1E antagonist,M1 ag,HTR1E agonist,Jurkat tox 60K,5HT1a ag,M1 antag,S1P3 ag,5-HT1A blocker,S1P1 ag pot
CN(C(=O)Oc1cccc2cccnc12)c1ccccc1,-7,-0.15,-0.7,0,0.6,0.06,-0.7,2,.
CC(C)C[C@H](NC(=O)[C@@H]1CCCN1C(=O)[C@@H](N)Cc1ccc(O)cc1)C(=O)NCC(N)=O,-1,0.02,-0.2,.,0.1,0.46,-3.7,.,3
Cc1cccnc1-n1c(CN2C(=O)c3ccccc3C2=O)nc2ccccc2c1=O,-4,-0.35,0.7,-4,-0.3,-0.8,-0.3,-11,.
CC(=O)C1(c2ccccc2)CCNCC1,-15,-3.1,-0.8,.,0.8,-0.27,-3.5,.,-8
CCCCn1c(O)c(C(C)=NCCN2CCCCC2)c(=O)[nH]c1=O,2,-1.2,0.9,-2,-3.0,-1.4,-1.2,18,12
CC1(C)CN=C(NCc2ccccc2Cl)S1,2,1,-0.4,-1,1.1,-5.1*,-0.8,4,5
CCCCP(=O)(O)c1ccccc1,-4,1.4,-0.6,1,-2.2,0.021,-0.8,-1,-19

# High-throughput results as filed in PubChem.

# Some of the compounds tested; the hit share may differ from the screen's.
